Source: PubChem BioAssay (National Center for Advancing Translational Sciences (NCATS))
Tau ThT inhib: blocks human tau fibril formation measured by thioflavin T; P10636; recombinant tau K18 P301L, heparin-induced fibrillization, ThT fluorescence; Potency, µM (doses to about 57.4 µM), for inactives: top-dose activity, negative = inhibition, actives largely listed as inhibitors; 2.1% of 270,000 active; AID 1460; also: % is scaled to controls: 0 for no effect and ±100 for the full control effect; nearly all actives have a fitted effect of over 55% in size
Target sequence (P10636 561-689 P618L limits assumed): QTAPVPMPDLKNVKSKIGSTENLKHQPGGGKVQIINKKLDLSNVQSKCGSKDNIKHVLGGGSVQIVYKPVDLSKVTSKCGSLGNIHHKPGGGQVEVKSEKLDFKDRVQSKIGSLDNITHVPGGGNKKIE
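Heparin-induced (20 uM) aggregation of recombinant human K18 P301L tau, 15 uM unlabeled with 0.24 uM labeled, pH 7 acetate buffer, 6 hr at 37 C with compound. Fibrils quantified by 30 uM ThT fluorescence after 1 hr ambient incubation.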
Tau fibril FP: tau fibrillization inhibition (FP); K18 P301L tau heparin fibrillization, Alexa594 FP, 6 h; 0.39% of 280,000 active; P10636; Potency, µM (top dose mostly 57.7 µM), inactives show top-dose activity, negative = inhibition, hits mostly inhibitors; also: % is scaled to controls: 0 for no effect and ±100 for the full control effect; nearly all actives have a fitted effect of over 55% in size
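FP of Alexa 594-tau after heparin (20 uM) induction. Substrate: human K18 P301L, 15 uM unlabeled, 0.24 uM labeled. Buffer 100 mM sodium acetate pH 7. 6 hr, 37 C.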
HTT ATP protect: Huntington cell model cytoprotection by ATP luminescence | PC12 HTT-Q103 induced, cytoprotection, ATP luminescence, 40 h | Potency, µM (doses to about 56.4 µM), without a hit: cytoprotection (ATP increase), usual class: activators | 0.14% of 230,000 active | AID 1471;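 also: % of control where 0% means no effect; nearly all actives have a fitted effect of over 45% in size; toxic huntingtin expression switched on by the ecdysone agonist tebufenozide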
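Quantitative HTS on tebufenozide-induced (100 nM) PC12 cells expressing HTTQ103 exon 1–GFP; compounds tested as a concentration series; survival measured via cellular ATP.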
ALDH1A1 block: blocks purified human ALDH1A1 activity; P00352; AID 1030; Potency, µM (top dose mostly 75.3 µM), for inactives: top-dose activity, negative = inhibition, usual class: inhibitors; 7.3% of 220,000 active; Purified ALDH1A1, NADH fluorescence, propionaldehyde substrate; active = well fitted inhibition curve with a large enough effect, not every such curve was filed as active; inconclusive = small, poorly fitted or top-dose-only effect, or another doubt; inactive = no such curve, though single readings can be large or run the other way;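 also: plate controls were no enzyme wells and a reference inhibitor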
Target sequence (P00352 whole entry, looked up): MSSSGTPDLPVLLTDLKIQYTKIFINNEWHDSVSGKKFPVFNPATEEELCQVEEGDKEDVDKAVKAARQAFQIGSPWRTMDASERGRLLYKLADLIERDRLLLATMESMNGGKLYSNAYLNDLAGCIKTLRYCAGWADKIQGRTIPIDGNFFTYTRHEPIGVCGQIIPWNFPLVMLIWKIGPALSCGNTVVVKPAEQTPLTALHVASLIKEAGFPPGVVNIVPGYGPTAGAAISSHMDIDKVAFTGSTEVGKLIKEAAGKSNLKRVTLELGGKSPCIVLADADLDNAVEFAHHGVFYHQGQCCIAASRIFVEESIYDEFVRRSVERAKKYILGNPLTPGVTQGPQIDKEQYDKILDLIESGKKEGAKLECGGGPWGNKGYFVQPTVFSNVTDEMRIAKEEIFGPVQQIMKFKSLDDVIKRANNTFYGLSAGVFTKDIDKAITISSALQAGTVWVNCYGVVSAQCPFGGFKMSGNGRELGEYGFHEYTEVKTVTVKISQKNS
HttQ103 aggreg: inhibitors of mutant huntingtin aggregate formation in PC12 cells | 1.1% of 220,000 active | Potency, µM (doses to about 46.1 µM), inactives show at the top dose activity change, negative = inhibition, usual class: inhibitors | AID 1688 | PC12 HttQ103-GFP aggregates, Acumen cytometry, 40 h; also: % is scaled to controls: 0 for no effect and ±100 for the full control effect; nearly all actives have a fitted effect of over 60% in size
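Aggregate formation scored by laser-scanning cytometer (488 excitation, 500–530 emission) in lysed PC12 cells expressing Q103-GFP after 100 nM tebufenozide induction; library tested in dose series, with ATPLite reagent added in the multiplex.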
KDM4E inh: inhibitors of human JMJD2E histone demethylase; AID 2147; Potency, µM (highest dose often 57.1 µM), inactives show at the top dose activity change, negative = inhibition, usual class: inhibitors; JMJD2E catalytic domain, FDH-coupled NADH fluorescence (FDH is formaldehyde dehydrogenase); 1.6% of 230,000 active; active = well fitted inhibition curve with a large enough effect, not every such curve was filed as active; inconclusive = small, poorly fitted or top-dose-only effect, or another doubt; inactive = no such curve, though single readings can be large or run the other way;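 also: 0% = wells with enzyme and -100% = buffer wells without enzyme; nearly all actives have a fitted effect of over 50% in size; many of its hits are not listed in these tables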
Target sequence (B2RXH2 1-337 limits assumed): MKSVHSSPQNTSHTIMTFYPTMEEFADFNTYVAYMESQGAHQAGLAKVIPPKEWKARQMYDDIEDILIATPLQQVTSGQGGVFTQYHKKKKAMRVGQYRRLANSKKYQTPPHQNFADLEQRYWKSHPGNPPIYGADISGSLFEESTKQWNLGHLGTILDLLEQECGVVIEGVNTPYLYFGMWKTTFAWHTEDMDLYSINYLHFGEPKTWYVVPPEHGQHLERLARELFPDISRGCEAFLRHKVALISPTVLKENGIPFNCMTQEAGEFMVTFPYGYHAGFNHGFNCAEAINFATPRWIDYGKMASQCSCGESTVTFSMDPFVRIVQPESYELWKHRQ
Tau fluor cs: counter-screen for tau fibril formation inhibitors; 0.93% of 280,000 active; tau K18 P301L Alexa594 fluorescence, heparin fibrillization; Potency, µM (series often up to 57.7 µM), inactives show top-dose activity change, negative = decrease; also: % is scaled to controls: 0 for no effect and ±100 for the full control effect; nearly all actives have a fitted effect of over 55% in size
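Human tau K18 P301L (15 uM unlabeled, 0.24 uM Alexa 594-labeled) in 100 mM sodium acetate pH 7 with 20 uM heparin, 6 hr at 37 C. ThT 30 uM added, 1 hr ambient; Alexa 594 FP and total fluorescence read at 555/632 nm.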
SMN2 splice up: SMN2 splice variant enhancement; HEK293 SMN2-luciferase splicing reporter, luminescence, 30-36 h; Potency, µM (series often up to 46.1 µM), inactives show at the top dose activity change, positive = activation, hits mostly activators; 2.8% of 210,000 active; AID 1458; also: % of control where 0% means no effect; nearly all actives have a fitted effect of over 55% in size
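qHTS luciferase splicing reporter: luminescence rises when SMN2 exon 7 is included in transfected HEK293 cells. Compound exposure lasted 30-36 h at 37C, with 4.5 mM final sodium butyrate as control, followed by a ONE-Glo read.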
Starred values were filed as active, the others as inactive; ? = inconclusive; . = not tested or not shown; & = joins results of further samples; [ ] = remark or other dose. Unless noted, calls follow the shape of the dose curve; as a rule, active = well fitted curve in the direction sought with a large enough effect; inconclusive = small, poorly fitted or top-dose-only effect, or another doubt; inactive = no such curve, though single readings can be large; an effect the other way counts as inactive or inconclusive. Potency is read from the fitted curve at half-maximal effect.

SMILES	Tau ThT inhib	Tau fibril FP	HTT ATP protect	ALDH1A1 block	HttQ103 aggreg	KDM4E inh	Tau fluor cs	SMN2 splice up
CC(C(=O)O)N1C(=O)/C(=C/C=C/c2ccco2)SC1=S (stereo unspecified)	8.9µM*	?	-26%	-16%	1%	0.89µM*	?	-9%
CCN(CC)S(=O)(=O)c1ccc(N/N=C/c2cc(OC)ccc2O)nc1	?	?	-88%[inhibitor][10 µM]	4%	2.8µM*	13µM*	?	-97%[inhibitor]
Cc1cc(C)c(NC(=O)c2cc(=O)c3ccccc3o2)c(C)c1	8%	-4%	10%[10 µM]	13%	-21%	4%	9%	-43%[inhibitor]
Brc1ccc(-c2csc(/N=C/N3CCOCC3)n2)cc1	-21%	5%	17%[10 µM]	5%	-29%	1%	-14%	9%
COc1ccccc1CN1CCNC(=O)C1CC(=O)N(C)Cc1ccon1 (stereo unspecified)	-14%	-2%	-4%[10 µM]	-1%	4%[9.22 µM]	4%	-8%	.
NC(=O)C1(N2CCCCC2)CCN(C(=O)NC2CCCCC2)CC1	-12%	-9%	11%	-1%	2%	2%	-14%	.
Cc1ccc(NC(=O)N2CCc3cc(S(=O)(=O)N4CCC(C)CC4)ccc32)cc1F	12%	?	.	.	.	.	-11%	4%
O=C(NNC(=S)NC1CC2C=CC1C2)c1cccnc1 (stereo unspecified)	-9%	-5%	14%[10 µM]	-8%	8%[9.22 µM]	-2%	-14%	.
CCNC(=O)CC1SC(=Nc2ccc(Cl)cc2)N(CC)C1=O (stereo unspecified)	-8%	-3%	16%[10 µM]	12%	4%	-6%	-15%	?
O=C(OCc1nnc(-c2ccccc2)o1)c1ccc(CO)cc1	-11%	-2%	-5%[10 µM]	15%	24%	26%	-4%	7%
O=C(N/N=C/c1ccccc1)c1ccco1	0%	-8%	13%[10 µM]	.	13%[9.22 µM]	11%	1%	.
O=C(NC1CCCCC1)C1CC(O)CN1C(=O)OCc1ccccc1 (stereo unspecified)	4%	-2%	-10%[10 µM]	10%	3%	-3%	0%	?
O=C(NCc1ccco1)C1CCCN(S(=O)(=O)c2cccc3nsnc23)C1 (stereo unspecified)	-6%	-5%	3%[1.9 µM]	-9%	-5%	5%	-1%	-35%[inhibitor]
CCOc1ccc(-n2cnc3sc4c(c3c2=O)CCCC4)cc1	-15%	5%	-8%[10 µM]	.	-5%[9.22 µM]	5%	-10%	.
Cc1ccc(S(=O)(=O)Oc2cccc(N3C(=O)C4CC=CCC4C3=O)c2)cc1 (stereo unspecified)	-3%	0%	3%	?	3%	0%	-6%	-2%

As entered above.
CCOc1ccc(-n2cnc3sc4c(c3c2=O)CCCC4)cc1 in HTT ATP protect is entered as -8%[10 µM]
Cc1cc(C)c(NC(=O)c2cc(=O)c3ccccc3o2)c(C)c1 in Tau fluor cs is entered as 9%
Cc1ccc(NC(=O)N2CCc3cc(S(=O)(=O)N4CCC(C)CC4)ccc32)cc1F in Tau fluor cs is entered as -11%
Brc1ccc(-c2csc(/N=C/N3CCOCC3)n2)cc1 in Tau fibril FP is entered as 5%
O=C(NC1CCCCC1)C1CC(O)CN1C(=O)OCc1ccccc1 (stereo unspecified) in HTT ATP protect is entered as -10%[10 µM]

Next structures follow.
SMILES	Tau ThT inhib	Tau fibril FP	HTT ATP protect	ALDH1A1 block	HttQ103 aggreg	KDM4E inh	Tau fluor cs	SMN2 splice up
COc1ccccc1NC(=O)N1CCN(c2ccccc2F)CC1	-9%	1%	6%[0.074 µM]	2%	-14%	2%	1%	-17%
COc1cc2c(cc1OC)C1=C(C#N)CC/C(=N\S(=O)(=O)c3cccc(Cl)c3)N1CC2	2%	5%	-12%	10%	13%	6%	-9%	12%
FC(F)(F)c1cc(-c2ccco2)nc(NCc2ccc(Cl)cc2)n1	-15%	?	11%	?	1%[9.22 µM]	?	-28%	-9%
CCOC(=O)c1c(C)nc(-c2ccccc2)nc1NC(C)=O	-17%	-3%	-22%	?	-1%	?	-21%	16%
CC1CC(C)CN(C(=O)Cn2c(=O)n(CCCCC(=O)NCc3ccco3)c(=O)c3ccccc32)C1 (stereo unspecified)	-4%	-2%	-4%	-4%	-12%	5%	-5%	?
COc1ccccc1OCCC(=O)OCC(=O)Nc1ccc(Br)cc1F	-8%	0%	-2%[10 µM]	-15%	7%	5%	-4%	9%
O=C(NCc1nc2ccccc2[nH]1)c1ccc(S(=O)(=O)N2CCCC2)cc1	-5%	1%	22%[10 µM]	-10%	0%	-13%	-10%	7%
COc1cc(/C=C/C(=O)O)cc(S(=O)(=O)Nc2ccc3c(c2)OCO3)c1OC	-5%	2%	-9%	-9%	-5%	-1%	-4%	0%
COc1cccc(C(=O)c2sc(NC(C)C)nc2N)c1	-10%	15%	27%[10 µM]	-12%	?	?	-10%	20µM*
COc1ccc(CN2CCNC(=O)C2CC(=O)N2CCc3ccccc3C2)c(OC)c1 (stereo unspecified)	-15%	3%	17%[10 µM]	-12%	-4%[9.22 µM]	-8%	-5%	.
COc1cc(CNC2CCCCCC2)cc(OC)c1OC	5%	5%	-9%	-4%	-4%	?	5%	6%
CCC(C(=O)Nc1sc(C(N)=O)c(C)c1C(=O)OC)c1ccccc1 (stereo unspecified)	-4%	7%	-59%[inhibitor]	13µM*	-7%	-4%	-13%	-40%[inhibitor]
Cc1nc(-n2[nH]c3c(c2=O)CCCC3)[nH]c(=O)c1Cc1ccccc1	-3%	-2%	-48%[inhibitor][10 µM]	?	?	7%	-10%	.
C=CCn1c(SCC(=O)Nc2nc3ccccc3s2)nnc1-c1ccccc1O	-11%	4%	7%[0.074 µM]	-2%	-14%	-7%	-21%	-21%
S=C(NC1CCCCC1)N1CCC([C@H]2C=NC=N2)CC1	.	.	?	-3%[20.9 µM]	.	-2%[25.5 µM]	.	-9%[20.6 µM]
COc1ccc(CC/C(C)=N\NC(N)=O)cc1	-1%	-3%	.	0%	-20%	0%	-3%	1%
Cc1ccc(/C=N/n2c(-c3cccs3)n[nH]c2=S)cc1	-16%	4%	-31%	?	-25%	-24%	-15%	-15%
CCCC12CN3CC(CCC)(CN(C1)C3C(O)C(O)C(O)CO)C2=O (stereo unspecified)	13%	-3%	-2%	2%	3%	4%	4%	-3%
CN(C)S(=O)(=O)N1CCN(S(=O)(=O)c2ccc3ccccc3c2)CC1	-4%	-6%	29%	6%	11%[9.22 µM]	15%	-6%	-38%[inhibitor]
CCOC(=O)CSc1nc2c(sc(=S)n2-c2ccccc2OC)c(=O)n1Cc1ccco1	-6%	0%	-3%	?	30%	1%	-25%	-8%
CC(=O)c1c(C)oc2ccc(N(C(C)=O)S(=O)(=O)c3cccc4cccnc34)cc12	-14%	7%	5%[10 µM]	.	-9%[9.22 µM]	6%	-8%	.
C=CCNC(=O)c1onc(CSc2cccc3ccccc23)c1C(=O)O	-5%	1%	-3%	2%	8%	-4%	-2%	23%
S=c1nc(-c2cc(Cl)cc(Cl)c2)[nH][nH]1	-8%	-2%	-17%[10 µM]	11µM*	-4%[9.22 µM]	2%	-4%	.
O=C(CSc1nnc(Cn2nnc3ccccc32)o1)Nc1cccc(Cl)c1	-7%	-6%	18%	?	4%	11%	-14%	4%
CCCN1CCC(NC(=O)Nc2ccccc2C(=O)OC)CC1	-7%	-1%	4%	?	-7%	?	-5%	20%
COc1ccc(/C=C2\N=C3CCCCCN3C2=O)cc1	-2%	1%	-18%	?	1%	-9%	2%	?
COCCOC(=O)C1=C(C)Nc2nc(C)nn2C1c1ccc(F)cc1 (stereo unspecified)	-1%	-3%	-34%[0.074 µM]	5%	-6%	?	-10%	-11%
CO/N=C/NC(=O)c1c(OC)ccnc1Oc1ccccc1	12%	3%	-9%	6.3µM*	3%	5%	6%	1%
O=C(NCCCN1CCN(c2ccccc2F)CC1)C1CC(=O)N(C2CCCC2)C1 (stereo unspecified)	-9%	2%	-4%	-3%	-4%	2%	-4%	17%
Cn1c(CCN2CCOCC2)nc2cc(NS(=O)(=O)c3ccccc3)ccc21	-7%	3%	20%[10 µM]	.	7%[9.22 µM]	5%	1%	.

Some entries already given, showing only HTT ATP protect and HttQ103 aggreg.
| SMILES | HTT ATP protect | HttQ103 aggreg |
| --- | --- | --- |
| COc1ccc(CC/C(C)=N\NC(N)=O)cc1 | . | -20% |
| S=c1nc(-c2cc(Cl)cc(Cl)c2)[nH][nH]1 | -17%[10 µM] | -4%[9.22 µM] |

Next section
SMILES	Tau ThT inhib	Tau fibril FP	HTT ATP protect	ALDH1A1 block	HttQ103 aggreg	KDM4E inh	Tau fluor cs	SMN2 splice up
CC1CCN(CC(=O)Nc2cc(C(F)(F)F)ccc2Cl)CC1	-3%	-9%	.	8%	-4%	-3%	-8%	-3%
COC(=O)[C@H]1C[C@@H]1[C@H](NS(=O)(=O)c1ccc2ccccc2c1)c1ccccc1	1%&-9%	?	-2%	0%&-6%	12%	-18%&-7%	-6%&-15%	-12%&-10%
O=C1CCCC/C1=N\Nc1ccc(OCc2ccccc2)cc1	?	3%	.	1%	-7%	0%	-2%	5%
CCN(CC)C(=S)NC(=O)c1ccc(OC)c(Br)c1	-9%	-2%	13%[10 µM]	?	-26%	3%	-12%	-3%
CSc1cc(C)n(-c2ccccc2)c(=S)c1C(C)=O	-3%	-5%	-2%	3%	8%	1%	-1%	-5%
COc1ccc(C(=O)Nc2ccc([N+](=O)[O-])cn2)cc1OC	?	8%	5%[10 µM]	2%	?	6%	-1%	-2%
CCC(C(=O)NCc1ccco1)N(C(=O)CNS(=O)(=O)c1ccc(C)cc1)c1ccccc1OC (stereo unspecified)	-2%	-8%	-14%[10 µM]	8%	-7%	2%	-1%	7%

Compound profiles, as listed above:
COc1ccc(CN2CCNC(=O)C2CC(=O)N2CCc3ccccc3C2)c(OC)c1 (stereo unspecified) is entered as Tau ThT inhib: -15%; Tau fibril FP: 3%; HTT ATP protect: 17%[10 µM]; ALDH1A1 block: -12%; HttQ103 aggreg: -4%[9.22 µM]; KDM4E inh: -8%; Tau fluor cs: -5%; SMN2 splice up: .
COc1cccc(C(=O)c2sc(NC(C)C)nc2N)c1 is entered as Tau ThT inhib: -10%; Tau fibril FP: 15%; HTT ATP protect: 27%[10 µM]; ALDH1A1 block: -12%; HttQ103 aggreg: ?; KDM4E inh: ?; Tau fluor cs: -10%; SMN2 splice up: 20µM*

Some of the compounds tested; the hit share may differ from the screen's.
